esBAF inh – SWI/SNF esBAF complex inhibition; reporter increase, % at 12.5 µM; mouse ES cells, Bmi1-luciferase knock-in reporter, 24 h; 100% = twice the neutral-well signal; 350,000 tested, 2% active; in the data active means activation above about 40%;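 further: 0% = median of the plate's neutral control wells and 100% = double that signal; a rise in the Bmi1 reporter signal indicates esBAF inhibition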
Xi reactivation – activators of X-chromosome reactivation in mouse fibroblasts. XiGFP mouse fibroblasts, % GFP-positive cells imaging, 3 d; cells co-treated with 5-aza-dC sensitizer; scaled so ellipticine positive control = 100%. activation, % at 7.58 µM. 360,000 tested, 0.055% active;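 active means mean normalized replicate activation at least 10% and every replicate at or above 10%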;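 further: 0% = median of on-plate neutral control wells and 100% = ellipticine 6 µM median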
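Material: XiGFP fibroblasts, SV40-immortalized; Buffer or medium: DMEM containing 5-aza-dC; Compound dosing: single point; Times: 3 days compound exposure.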
S100A4 MyoIIA – blocks human S100A4 binding to myosin IIA peptide; P26447; S100A4/TAMRA-MyoIIA peptide fluorescence polarization; inhibition, % at 10.7 µM; 360,000 tested, 0.14% active; AID 652163;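 active means mean inhibition of at least 70% across replicates, with every replicate also reaching that level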
Target sequence (P26447 whole entry, looked up): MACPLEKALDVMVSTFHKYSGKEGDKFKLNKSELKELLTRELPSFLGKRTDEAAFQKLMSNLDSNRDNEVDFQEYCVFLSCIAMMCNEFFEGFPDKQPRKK
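System – human S100A4 monomer protein, biochemical binding assay · Buffer or medium – Calcium-containing HEPES buffer, pH 7.2 · Timing – 5 min between mix addition and reading · Also added – TAMRA-labelled myosin IIA heavy-chain peptide probe, 5 nM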
RAD54 inh – blocks human RAD54 Holliday junction branch migration; FAM/BHQ fluorescence; 360,000 tested, 0.14% active; AID 602329; inhibition, % at 10.4 µM;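 active means mean normalized replicate activity at least 40 and at least half of replicates scoring 40 or more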;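 further: 0% = median of neutral control wells and 100% = median of positive control wells; inhibitors cause a drop in the FAM fluorescence signal; in these data hits start at about 50%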
Target sequence (Q92698 whole entry, looked up): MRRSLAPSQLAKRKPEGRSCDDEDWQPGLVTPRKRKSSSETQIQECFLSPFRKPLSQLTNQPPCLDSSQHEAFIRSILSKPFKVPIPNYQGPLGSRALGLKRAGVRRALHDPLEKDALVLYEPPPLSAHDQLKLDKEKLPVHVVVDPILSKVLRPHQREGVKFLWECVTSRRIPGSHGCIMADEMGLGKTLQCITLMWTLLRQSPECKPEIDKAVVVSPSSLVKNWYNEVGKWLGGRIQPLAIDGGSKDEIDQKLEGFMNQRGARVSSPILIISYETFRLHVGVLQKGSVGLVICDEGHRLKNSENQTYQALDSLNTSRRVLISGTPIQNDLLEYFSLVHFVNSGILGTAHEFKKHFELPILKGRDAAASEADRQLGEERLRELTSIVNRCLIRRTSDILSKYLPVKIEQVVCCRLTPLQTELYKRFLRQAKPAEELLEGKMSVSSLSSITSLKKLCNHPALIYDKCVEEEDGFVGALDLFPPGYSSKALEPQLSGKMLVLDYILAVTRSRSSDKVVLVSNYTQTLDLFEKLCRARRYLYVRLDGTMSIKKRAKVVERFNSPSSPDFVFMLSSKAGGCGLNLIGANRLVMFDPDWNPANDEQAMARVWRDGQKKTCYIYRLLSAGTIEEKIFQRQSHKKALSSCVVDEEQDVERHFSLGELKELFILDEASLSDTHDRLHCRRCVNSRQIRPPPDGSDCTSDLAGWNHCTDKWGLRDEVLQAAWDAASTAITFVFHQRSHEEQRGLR
RAD52 anneal inh – inhibitors of human RAD52 DNA annealing. P43351. recombinant RAD52 DNA annealing, FRET fluorescence. 360,000 tested, 0.46% active. inhibition, % at 18.7 µM. AID 651710;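 active means every replicate showing at least 50% inhibition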
ERAP1 HTS inh – ERAP1 (human) enzyme inhibition | Q9NZ08 | recombinant ERAP1, Leu-AMC fluorescence, 60 min | inhibition, % at 10.7 µM | 340,000 tested, 0.15% active | AID 652197;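 active means mean replicate inhibition of at least 30%, or all replicates individually reaching that 30% level; inactive means mean below 30% and not every replicate reaching it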;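 further: 0% = neutral control wells and 100% = L-leucinethiol positive control wells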
E-selectin induc – E-selectin induction on HUVECs. HUVEC E-selectin immunofluorescence imaging; normalized: neutral wells 0, TNF-alpha wells 100. activation, % at 7.58 µM. 260,000 tested, 0.37% active. AID 686992;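 active means mean E-selectin-positive cell signal at least 10% of the positive control, reached in at least 60% of replicates, without over 20% cell loss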;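 further: in these data hits start at about 27%; measured in HUVEC primary endothelial cells; signal is the percent of cells scored E-selectin positive by PE staining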
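assay system = HUVEC, human umbilical vein endothelial cells | input = 3,000 HUVEC seeded per well | medium = EGM-2 growth medium on 0.1% gelatin-coated wells | dosing = one compound dose added by pin transfer | signal = immunofluorescence imaging | read-out basis = % PE-positive cells | control set = TNF-alpha, DMSO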
ERp5 block – blocks human ERp5 reductase activity on insulin; Q15084; ERp5 insulin aggregation, absorbance 650 nm, 90 min; inhibition, % at 9.99 µM; 350,000 tested, 0.05% active; AID 651711;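 active means mean replicate inhibition above about 25%, with every replicate also reaching it, limit read from the data, passing the limit was not always enough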
* = called active by the depositor; . = no result given; & = joins results of further samples.

item	compound	ERAP1 HTS inh	ERp5 block	RAD52 anneal inh	E-selectin induc	esBAF inh	RAD54 inh	S100A4 MyoIIA	Xi reactivation
1	COc1cccc(C2=NN(S(C)(=O)=O)C(c3cccs3)C2)c1 (configuration not stated)	-4	-3	-31	0.8	.	.	-2	0.0
2	CC(C)c1ccc(O)c(NC(=S)NC(=O)CCc2ccccc2)c1	2	4	0	.	4	-1	0	0.0
3	Cc1cc(C(F)(F)F)nn1CC(=O)N(C)c1ccccc1	0	4	-7	.	.	.	1	-0.1
4	COc1ccc(CC(N)c2csc(NC(=O)Nc3ccccc3Oc3ccccc3)n2)cc1 (configuration not stated)	10	-9	77*	-0.2	-2	-9	-5	0.8
5	COc1ccc(-c2csc(NC(=O)C3=COCCO3)n2)cc1OC	3	3	-8	-0.1	66*	8	-1	0.0
6	CN1c2ccc(Br)cc2[C@@H]2[C@@H](CCN2S(=O)(=O)c2cccc(F)c2)[C@@H]1CO	-1	5	7	0.3	2	8	14	0.1
7	COc1cc(/C=N/NC(=O)c2cccnc2)ccc1OCC(=O)Nc1ccc(C)cc1	0	-8	-15	.	.	.	10	0.0
8	Cc1cccc(-n2c(SCC(=O)NCC3CCCO3)nc3ccccc3c2=O)c1C (configuration not stated)	2	-10	3	5.8	-1	3	-1	0.2
9	S=C1CC2CCCC(C2)N1 (configuration not stated)	-1	2	-11	-0.1	.	.	0	0.4
10	COc1ccccc1NS(=O)(=O)c1ccc(C(=O)NCCCN2CCOCC2)cc1	0	1	-7	-0.5	-7	-6	2	0.0
11	COCC(=O)Nc1ccc2c(c1)[C@@H]1C[C@@H](CC(=O)NCc3cccc(F)c3)O[C@H](CO)[C@@H]1O2	0	-1	-9	-0.6	0	-2	-7	-0.1
12	Cc1nnc(NC(=O)C2CCN(S(=O)(=O)c3ccc(Cl)cc3)CC2)s1	1	0	-4	1.7	-8	-1	-1	0.6
13	CN(Cc1ccc(OC(F)F)cc1)C(=O)c1cccc(S(=O)(=O)N2CCN(Cc3ccccc3)CC2)c1	0	8	4	-2.6	-15	0	-2	0.6
14	O=C(NCCc1ccc(Cl)cc1)C1=CC=CN2CCS(=O)(=O)N=C12	-6	14	-1	.	11	-9	1	0.0
15	O=C(c1cnn(C(=O)c2ccco2)c1)c1ccccc1O	4	3	-19	-0.1	-3	18	6	0.2
16	CCc1nc(Sc2nnnn2-c2ccccc2)c2c3c(sc2n1)CCCC3	1	-1	-4	.	.	.	-5	0.0
17	COc1ccc(NC(=O)N(C)C[C@H]2OCCCC[C@@H](C)Oc3ccc(NS(C)(=O)=O)cc3C(=O)N([C@H](C)CO)C[C@H]2C)cc1	5	3	7	0.0	6	-5	-4	0.0
18	CC(=NNC(=O)COc1cccc(C)c1)c1cccnc1	2	0	-4	-0.6	14	-19	3	0.1
19	O=C(N/C(=C/c1ccco1)C(=O)N1CCOCC1)c1cccs1	0	-6	-21	-0.9	.	.	3	0.0
20	O=C(Nc1ccc(Cl)cc1)N1C[C@H]2[C@@H](c3ccccc31)[C@@H](CO)N2C(=O)C1CC1	-2	2	-7	-0.4	13	6	-1	0.0
21	O=C(CSCc1ccccc1Br)Nc1ccccc1	-3	2	-12	.	1	9	2	0.0
22	N#CCc1ccc(NC(=O)c2ccc(CN3CCc4ccccc4C3)cc2)cc1	-4	-1	-31	-0.4	17	-7	0	0.0
23	COc1ccc2c3c(n(C)c2c1)[C@@H](CO)N(C(=O)C1CCC1)CC31CCN(C(=O)Nc2cccc(F)c2)CC1	0	0	15	-0.1	.	.	-41	0.3
24	Cc1ccc(OCC(=O)Oc2cccc(C)c2)cc1	.	-1	-2	0.2	.	-5	-1	0.1
25	Cc1cc(C)n(CC(O)COCc2ccccc2)n1 (configuration not stated)	2	-5	-6	.	-6	-1	0	.
26	CC(=O)c1ccc(N2CCN(C(=O)/C=C/c3ccc(S(=O)(=O)N4CCOCC4)cc3)CC2)cc1	-7	-2	5	.	.	.	0	0.4
27	CCCc1cc(=O)[nH]c2nnc(SCC(=O)Nc3nnc(CC)s3)n12	1	0	6	.	.	4	1	0.1
28	C[C@H](NC(=O)C1CC(=O)N(c2ccc3c(c2)OCO3)C1)C(=O)NC1CCCCC1 (some centres not stated)	4	3	-3	.	3	2	-22	0.1
29	Cc1noc(C)c1NC(=O)N(C)C[C@@H]1Oc2c(NC(=O)c3ccncc3)cccc2C(=O)N([C@@H](C)CO)C[C@@H]1C	1	4	-7	15	-5	5	-22	-0.1
30	COc1ccc(S(=O)(=O)Nc2ccc3c(c2)[C@@H]2C[C@H](CC(=O)NCC4CC4)O[C@@H](CO)[C@@H]2O3)cc1	0	1	8	-0.2	1	-6	-12	0.0
31	O=S(=O)(c1cccc(Br)c1)N1CCN(S(=O)(=O)c2ccc3c(c2)OCCO3)CC1	1	-2	-2	-0.1	-2	2	-13	0.1
32	O=C(NCc1ccccc1F)C1CCCN1S(=O)(=O)c1ccc(F)cc1 (configuration not stated)	-4	0	-7	0.1	-1	14	1	0.3
33	CCOC(=O)N1CCN(C(=O)c2cccc(S(=O)(=O)Nc3ccc(Br)cc3)c2)CC1	-8	1	-9	0.2	-5	-1	16	0.4
34	CC(C)Cc1nc2sc3c(=O)n(N)cnc3c2c2c1COC(C)(C)C2	2	1	-18	.	-6	-6	1	0.5
35	CSCC[C@H](NC(=O)[C@H]1CC[C@H](CNC(=O)[C@@H](N)Cc2ccccc2)CC1)C(=O)O	-3	-1	-9	.	1	-9	-4	0.0
36	O=C(Nc1ccc(Cl)c(S(=O)(=O)N2CCOCC2)c1)c1ccccn1	0	-12	-21	1.1	.	.	1	0.8
37	CC(=O)c1c(C)[nH]c(C(=O)Nc2ccc(N3CCCCCC3)cc2)c1C	-5	-6	20	6.8	-25	6	6	0.1
38	COc1ccc(-c2c(C#Cc3ccccc3)c3ccccc3n2C)cc1	-4	1	-30	.	34	8	-1	0.0
39	CC[C@H](C)/C=C(C)/C=C/C(=O)Cc1cc(O)c(C)c(O)c1C=O	8	-1	-190	.	5	5	-57	.
40	CC(=O)Nc1ccc(NC(=O)CSc2ccc(-c3cccnc3)nn2)cc1	3	-2	-4	.	-3	-14	-11	0.2
41	O=C(CSC1=NS(=O)(=O)c2cc(F)ccc2N1)NCCc1ccccc1	0	3	-4	-2.3	.	.	-4	0.2
42	Cc1ccc(OCCNC(=O)CN2C(=O)NC3(CCCC3)C2=O)cc1	1	3	-6	2.5	.	.	2	0.1
43	COc1ccc(CNC(=O)[C@H](C)NC(=O)C2CCN(S(=O)(=O)c3ccc(F)cc3)CC2)cc1	1	8	-10	.	-6	9	2	0.1
44	C[C@@H]1CN([C@H](C)CO)C(=O)c2cc(-c3cccc(F)c3)cnc2O[C@H]1CN(C)C(=O)c1cccc(F)c1	5	-5	17	0.2	0	8	-2	0.7
45	O=C(Nc1cccc(F)c1)Nc1ccc2c(c1)CCC2	-3	2	-12	0.4	64*	-8	-5	0.7
46	O=C(C[C@@H]1C=C[C@@H](NC(=O)C2CCC2)[C@H](CO)O1)NCCCN1CCOCC1	-2	3	-6	-0.3	-1	5	9	0.3
47	COc1ccc(-n2nnnc2C(c2ccccc2)N2CCN(C/C=C/c3ccccc3)CC2)cc1 (configuration not stated)	0	4	-12	-0.1	-3	0	0	-0.1
48	Cc1ccc(S(=O)(=O)N(Cc2cccc(C(F)(F)F)c2)C(=O)N2CCN(C)CC2)cc1	-5	-6	-14	-0.5	.	4	-5	0.0

Arranged by the number under esBAF inh (highest first): five of the compounds above
no.	canonical_smiles	esBAF inh
45	O=C(Nc1cccc(F)c1)Nc1ccc2c(c1)CCC2	64*
44	C[C@@H]1CN([C@H](C)CO)C(=O)c2cc(-c3cccc(F)c3)cnc2O[C@H]1CN(C)C(=O)c1cccc(F)c1	0
46	O=C(C[C@@H]1C=C[C@@H](NC(=O)C2CCC2)[C@H](CO)O1)NCCCN1CCOCC1	-1
47	COc1ccc(-n2nnnc2C(c2ccccc2)N2CCN(C/C=C/c3ccccc3)CC2)cc1 (configuration not stated)	-3
43	COc1ccc(CNC(=O)[C@H](C)NC(=O)C2CCN(S(=O)(=O)c3ccc(F)cc3)CC2)cc1	-6

Carrying on:
item	compound	ERAP1 HTS inh	ERp5 block	RAD52 anneal inh	E-selectin induc	esBAF inh	RAD54 inh	S100A4 MyoIIA	Xi reactivation
49	COc1ccccc1CNn1c(-c2cccc(C)c2)nc2ccccc2c1=O	-2	3	-2	.	4	-1	2	.
50	N#Cc1cccc(-c2ccc(C3[C@@H]4CN(C(=O)Nc5ccccc5)C[C@H]3N4)cc2)c1 (some centres not stated)	-2	1&-2	3&24	0.2&0.0	.	.	14&12	0.0&0.1
51	CCCCC(CC)C(=O)N1CCN(C(=O)c2ccco2)CC1 (configuration not stated)	-4	-1	-12	.	.	.	-7	0.1
52	NC(=O)CC(NC(=O)Cc1ccc(Br)cc1)c1ccc(NCc2ccccn2)c([N+](=O)[O-])c1 (configuration not stated)	4	2	-26	-0.1	4	-2	-2	0.1
53	C[C@H](CO)N1C[C@H](C)[C@H](CN(C)Cc2ccccc2C(F)(F)F)OCc2cnnn2CCCC1=O	3	-2	-2	0.1	-5	-4	13	0.1
54	Cc1noc(C)c1S(=O)(=O)Nc1ccc2c(c1)CC(=O)N([C@H](C)CO)C[C@@H](C)[C@H](CN(C)C)O2	-1	1	-9	0.4	0	4	-3	-0.5
55	CCc1ccc(CNn2cnnc2SCC(=O)NC(C)(C)C)cc1	-3	2	-6	.	-1	-2	-2	.

2 compounds from above with just Xi reactivation, E-selectin induc and RAD54 inh.
| # | canonical_smiles | Xi reactivation | E-selectin induc | RAD54 inh |
| --- | --- | --- | --- | --- |
| 51 | CCCCC(CC)C(=O)N1CCN(C(=O)c2ccco2)CC1 (configuration not stated) | 0.1 | . | . |
| 52 | NC(=O)CC(NC(=O)Cc1ccc(Br)cc1)c1ccc(NCc2ccccn2)c([N+](=O)[O-])c1 (configuration not stated) | 0.1 | -0.1 | -2 |

Bioassay records: PubChem, Broad Institute
